GPR35 arrestin U2OS – inhibition of zaprinast-stimulated GPR35 beta-arrestin translocation – imaging, U2OS, beta-arrestin-GFP, zaprinast agonist, primary screen (AID 2058). U2OS GPR35 beta-arrestin-GFP translocation imaging, zaprinast antagonism; higher % means a stronger effect. inhibition, % at 10 µM; hits with a dose series show IC50 in µM. actives 0.052% (n = 290,000);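 active = inhibition of at least 50% with at least 30 cells and total cytoplasm GFP at most 10,000,000; inconclusive = under 30 cells or total GFP of 10,000,000 plus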
LYP inhibition – PTPN22 lymphoid phosphatase activity blockers – biochemical, fluorescence intensity, uHTS (AID 1779); inhibition, % at 11.5 µM, or IC50 in µM where a hit was titrated; actives 0.054% (n = 290,000); recombinant LYP phosphatase, fluorescence intensity; higher % means a stronger effect; in the data active = inhibition above about 50%;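 also: plate controls were vehicle with enzyme for no effect and no enzyme for full effect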
Dengue-2 NS5 capping – flavivirus cap methylation enzyme inhibition – biochemical, confirmation dose response, primary screen (AID 588689); Dengue-2 NS5 methyltransferase capping enzyme assay, biochemical; higher % means a stronger effect; one-dose inhibition, % at 25 µM; IC50 in µM for titrated hits; actives 0.3% (n = 340,000); in the data active = a potency from the dose series; inconclusive = inhibition above about 29% without an active follow-up result
MgcRacGAP inhibition – MgcRacGAP GTPase-activating activity inhibitors, confirmation, biochemical, ADP Hunter fluorescence | MgcRacGAP-stimulated Rac1 GTP hydrolysis, ADP Hunter fluorescence; higher % means a stronger effect; GST-tagged Rac1 F28L mutant substrate | inhibition, % at 30 µM; hits with a dose series show IC50 in µM | actives 0.6% (n = 340,000);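 active = first-screen hits whose inhibition reached a set limit at any dose in the follow-up dose series; inconclusive = inhibition above the set first-screen limit but never retested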;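 also: fluorescence reports GDP produced by GAP-driven GTP hydrolysis; strong numbers were not always called active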
PhoP inhibition – inhibitors of PhoP regulon expression, primary screen, Salmonella Typhimurium, GFP reporter (AID 1863); S. Typhimurium PhoP-regulated promoter GFP reporter, 4 h; higher % means a stronger effect; one-dose inhibition, % at 50 µM; IC50 in µM for titrated hits; actives 0.16% (n = 300,000);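 active = inhibition over 29.93%, a cutoff 3 SD above the screen mean, later confirmed by dose response; inconclusive = inhibition over 29.93% but no dose response follow-up; inactive = inhibition at most 29.93% or unconfirmed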;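 also: 0% = low Mg2+ inducing control and 100% = high Mg2+ repressing control; strong numbers were not always called active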
West Nile antiviral – inhibition of WNV-induced cytopathic effect – cell-based, CPE readout (AID 1621); West Nile virus-infected cells, CPE inhibition; higher % means a stronger effect; one-dose CPE inhibition, % at 10 µM; IC50 in µM for titrated hits; actives 0.02% (n = 290,000); in the data active = a potency from the dose series; inconclusive = CPE inhibition mostly from about 3.7% at the one dose, without a potency; inactive = the rest, 99 in 100 with CPE inhibition below about 2.2%; also: strong numbers were not always called active
RSV antiviral HEp-2 – inhibition of RSV-induced cytopathic effect – HEp-2 cells, primary 10 µM value included (AID 2391) | HEp-2 cells, RSV-induced CPE inhibition; higher % means a stronger effect | CPE inhibition, % at 10 µM, or IC50 in µM where a hit was titrated | actives 0.13% (n = 310,000); in the data active = a potency from the dose series; inconclusive = CPE inhibition mostly from about 23% at the one dose, without a potency; inactive = the rest, 99 in 100 with CPE inhibition below about 21%; also: strong numbers were not always called active
CSM14.1 death rescue – protection against thapsigargin-triggered cell killing – 384-well, CSM14.1, ATP luminescence, primary screen (AID 1222). CSM14.1 thapsigargin-induced death rescue, ATP luminescence; higher % means a stronger effect. cellular ATP content (survival), % at 20 µM, or EC50 in µM where a hit was titrated. 190,000 tested, under 10 active;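 active = EC50 below 50 µM in the dose-response confirmation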;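 also: death triggered by thapsigargin at about 15 µM added after 2 h compound pretreatment; cell ATP read after overnight thapsigargin exposure of roughly 18 to 22 hours; normalized against plate controls of thapsigargin alone and 5% DMSO vehicle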
Large T inhibition – SV40 large T antigen inhibitors, biochemical (AID 1903); SV40 large T antigen ATPase/helicase inhibition assay; higher % means a stronger effect; inhibition, % at 20 µM, or IC50 in µM where a hit was titrated; actives 0.39% (n = 310,000); in the data active = a potency from the dose series; inconclusive = inhibition mostly from about 32% at the one dose, without a potency; inactive = the rest, 99 in 100 with inhibition below about 32%; also: strong numbers were not always called active
Dengue-2 NS5 capping pilot replicate – also measured in Dengue-2 NS5 capping; calls as there; inhibition, %; measured here: pilot screen replicate inhibition
* = called active by the depositor; ? = inconclusive; . = no result given.

SMILES	GPR35 arrestin U2OS	LYP inhibition	Dengue-2 NS5 capping	MgcRacGAP inhibition	PhoP inhibition	West Nile antiviral	RSV antiviral HEp-2	CSM14.1 death rescue	Large T inhibition	others
FC(F)(F)c1cccc(Sc2cc(C(F)(F)F)nc(-c3ccccn3)n2)c1	-1%	-2%	-6%	0%	-8%	-1.5%	0.6%	-1.2%	7%	Dengue-2 NS5 capping pilot replicate=3.3
COc1ccc(CCNCc2c(OC)ccc3ccccc23)cc1OC	5%	-8%	-2%	.	27%	-1.1%	1.2%	.	-4%
COC(=O)c1ccc(/C=N/NC(=O)C2CC(=O)N(c3ccc(OC)cc3)C2)cc1 (stereo not drawn)	11%	3%	3%	-3%	-4%	-0.2%	1.1%	.	7%
CC(C)c1ccc(C2CC(=O)N3CN(Cc4ccco4)CSC3=C2C#N)cc1 (stereo not drawn)	9%	-1%	6%	15%	9%	0.5%	1.2%	-1.0%	?
CCOC(=O)C1CCN(C(=O)c2ccc(Br)o2)CC1	1%	-3%	-3%	5%	0%	0.3%	0.8%	.	3%
Cc1ccc(-c2nc(CS(=O)CC(=O)NCCC(C)C)c(C)o2)cc1 (stereo not drawn)	7%	-3%	-3%	1%	-7%	-0.1%	2.7%	-1.3%	2%
CCOC(=O)N1CCN(S(=O)(=O)N(C)C)CC1	-8%	-1%	3%	11%	-8%	-0.1%	1.3%	-0.3%	-7%
CC(C)c1ccc(NC2=NCC(=O)N2Cc2cccs2)cc1	-16%	-5%	-3%	3%	10%	-1.2%	0.1%	1.7%	-1%
COc1ccc(N2C(=O)N[C@@H](Cc3ccccc3)C2=O)cc1OC	3%	-7%	-3%	-3%	-4%	0.1%	1.6%	.	2%
CCCCN(C)CCNC(=O)C1CCCN(S(=O)(=O)c2cccc3nsnc23)C1 (stereo not drawn)	0%	-8%	-3%	6%	-4%	-0.4%	0.0%	.	15%
CC1CC(CC(=O)NC(=S)Nc2ccccc2Cl)C(=O)O1 (stereo not drawn)	-2%	-8%	.	2%	10%	-0.7%	0.0%	-0.8%	4%
C=CCn1c(SCC(=O)NC2CC2)nnc1-c1ccccn1	-11%	-9%	-1%	3%	5%	-0.1%	2.0%	.	10%
COc1ccccc1Nc1nc(-c2sc(NC(=O)c3cccc(Cl)c3)nc2C)cs1	-1%	1%	.	.	-4%	-0.1%	2.8%	0.6%	23%
CCN(CC(=O)NCCc1ccc(S(N)(=O)=O)cc1)Cc1nc2cc(OC)c(OC)cc2c(=O)[nH]1	4%	-1%	-2%	14%	-9%	0.2%	1.6%	-3.2%	3%
CC1CC(C)(C)NC(=S)N1CC(=O)NCc1ccccc1Cl (stereo not drawn)	0%	-3%	-3%	7%	-8%	-1.1%	1.3%	1.5%	7%
CCC1CCCCN1CCCNC(=O)Cn1nc(-c2ccccc2)ccc1=O (stereo not drawn)	-1%	-3%	4%	-3%	6%	0.0%	1.0%	-0.8%	1%
Cc1ccc(S(=O)(=O)CCC(=O)OCC(=O)NC(N)=O)cc1	-6%	-2%	-3%	7%	-12%	-0.3%	1.1%	.	2%
O=C(N/N=C/c1cn(-c2ccccc2)nc1-c1cc2ccccc2o1)c1ccccc1Br	-5%	-5%	1%	-9%	2%	0.9%	4.3%	-2.6%	4%
COc1cc(-c2nnc(NC(=O)C3=COCCO3)o2)cc(OC)c1OC	.	.	-3%	1%	1%	.	-2.2%	.	7%
COc1ccc(-n2c(C)c([N+](=O)[O-])c3ccc(O)c(CN4CCCCC4)c32)cc1	-13%	-10%	5%	18%	11%	-0.5%	2.1%	2.3%	-2%

Two records drawn at random from those above:
SMILES	GPR35 arrestin U2OS	LYP inhibition	Dengue-2 NS5 capping	MgcRacGAP inhibition	PhoP inhibition	West Nile antiviral	RSV antiviral HEp-2	CSM14.1 death rescue	Large T inhibition	others
CCC1CCCCN1CCCNC(=O)Cn1nc(-c2ccccc2)ccc1=O (stereo not drawn)	-1%	-3%	4%	-3%	6%	0.0%	1.0%	-0.8%	1%
COc1cc(-c2nnc(NC(=O)C3=COCCO3)o2)cc(OC)c1OC	.	.	-3%	1%	1%	.	-2.2%	.	7%

(list continues)
SMILES	GPR35 arrestin U2OS	LYP inhibition	Dengue-2 NS5 capping	MgcRacGAP inhibition	PhoP inhibition	West Nile antiviral	RSV antiviral HEp-2	CSM14.1 death rescue	Large T inhibition	others
O=C(CNC(=S)N(Cc1ccc(F)cc1)C1CCCCC1)NCCN1CCOCC1	-9%	-4%	-1%	2%	-4%	-1.2%	-0.6%	.	8%
COc1ccc(OC)c(NC(=O)c2cccc(N3C(=O)C4C5CCC(C5)C4C3=O)c2)c1 (stereo not drawn)	3%	-6%	-7%	4%	5%	-1.3%	2.5%	.	-11%
C#CCOCCOCCOCCNc1nc(N2CCN(C(=O)C(Cc3ccc(O)cc3)n3cc(C(N)CC(C)C)nn3)CC2)nc(N2CCN(C(=O)C(Cc3ccc(O)cc3)n3cc(C(N)C(C)CC)nn3)CC2)n1 (stereo not drawn)	0%	-8%	-5%	-3%	-6%	0.6%	-0.2%	-0.5%	4%
O=C1CC(c2ccccc2Cl)Cc2c1cnn2-c1nc2ccccc2s1 (stereo not drawn)	2%	7%	.	.	-5%	-0.4%	20%	-0.7%	17%
CC1(C)CC(=O)C(C=NCCN2CCN(C(=S)Nc3ccc(F)cc3)CC2)=C(O)C1	15%	-4%	-7%	10%	13%	0.0%	-1.7%	2.2%	17%
COc1cccc(C(=O)O/N=C2\CCS(=O)(=O)c3sccc32)c1	-4%	-5%	-7%	-3%	-15%	0.2%	2.6%	-1.4%	19%
COc1ccc(NC(=S)N2CCN(c3ccccc3)CC2)c(OC)c1	-14%	3%	-4%	5%	2%	0.7%	3.4%	.	6%
CCCCc1n[nH]c(=S)n1Cc1ccc(C)cc1	-19%	0%	0%	2%	-3%	-0.8%	2.6%	.	-35%
COC(=O)CCCC1=CC2=CC(=O)C(C)(OC(=O)c3cccs3)C(=O)C2=CN1CCc1c[nH]c2ccccc12 (stereo not drawn)	-4%	-8%	19%	7%	-11%	0.5%	-0.5%	.	12%
COc1cc(C2C=C(C34CC5CC(CC(C5)C3)C4)NC(=S)N2)cc(OC)c1OC (stereo not drawn)	0%	-3%	10%	9%	5%	-0.5%	1.4%	-0.6%	14%
COc1cc(C)c(Br)cc1S(=O)(=O)NCCN1CCOCC1	-14%	-2%	-4%	9%	-6%	-0.6%	1.0%	-1.2%	10%
CCC(C(=O)NC(C)(C)C)N(Cc1ccccc1Cl)C(=O)c1snc(C(N)=O)c1N (stereo not drawn)	4%	-6%	10%	11%	1%	-0.8%	1.6%	.	3%
CC(O)[C@H]1CC[C@H]2[C@@H]3CC[C@H]4C[C@@H](O)CC[C@]4(C)[C@H]3/C(=N/O)C[C@]12C (stereo partly drawn)	.	.	-2%	9%	.	.	-0.5%	.	-8%
COc1ccccc1/C=N/NC(=O)c1cccc(NC(=O)c2ccccc2C)c1	-2%	-9%	-5%	6%	-1%	-0.4%	2.7%	.	27%
OCCOCCNc1ncnc2nc[nH]c12	16%	1%	-1%	4%	0%	0.4%	0.9%	-3.6%	-1%
CCCCN(C)CCC(=O)Nc1ccc(Cl)cc1	0%	-8%	-2%	4%	9%	-0.7%	0.3%	-1.0%	10%
CC(=O)c1cccc(N(CC(=O)NCC2CCCO2)C(=O)CCC(=O)Nc2cc(C)on2)c1 (stereo not drawn)	14%	-7%	-1%	-3%	0%	0.1%	2.3%	1.7%	-3%
c1ccc(-c2nnc(SCc3nc4ccccc4[nH]3)n2Cc2ccco2)nc1	9%	-5%	-1%	3%	-3%	-0.9%	1.5%	1.7%	6%
Cc1ccc2c(c1)C1C=CCC1C(C(=O)NCCCN1CCOCC1)N2 (stereo not drawn)	.	.	12%	4%	-11%	-1.2%	-1.8%	.	13%
Cn1ccnc1SCc1cc(=O)[nH]c2ccccc12	-3%	-2%	-1%	5%	-1%	1.4%	1.8%	1.2%	1%
Nc1nc(SCC(=O)NCc2ccc(F)cc2)[nH]c(=O)c1NC(=O)c1ccc(Cl)cc1	-7%	-8%	1%	1%	1%	-0.3%	4.0%	-0.1%	9%
O=C(NCc1ccccc1)C1=C[C@@H](c2coc3ccccc3c2=O)C[C@@H](OCc2ccc(CO)cc2)O1	-6%	-2%	-15%	5%	0%	-1.3%	3.1%	15%	5%
Cc1ccc(NC(=O)C2CCN(S(=O)(=O)c3ccc4c(c3)OCCCO4)CC2)nc1	.	.	7%	9%	-5%	.	4.7%	.	3%
COc1ccc(Cl)cc1NS(=O)(=O)c1c(C)nc2sccn2c1=O	-3%	-9%	-3%	-1%	.	-1.2%	0.1%	.	.
CC1=C(C)Cc2c(OC(=O)c3ccccc3)ccc(OC(=O)c3ccccc3)c2C1	2%	-7%	.	.	-6%	-0.2%	0.3%	.	0%
CCCNC(=O)NC(=O)COC(=O)/C=C/c1cc(Br)ccc1F	-2%	-1%	-7%	-7%	5%	0.7%	-0.4%	0.6%	34%
CCN1CCN(C(=O)/C=C\C(=O)O)CC1	6%	-11%	-1%	2%	-3%	0.2%	0.8%	1.0%	14%
Clc1ccc(C2CC(c3ccco3)n3ncnc3N2)cc1Cl (stereo not drawn)	-7%	-9%	-7%	-6%	-11%	0.0%	2.1%	1.7%	9%
O=C(Oc1ccccc1)N1CCCC1	2%	-8%	-3%	-3%	-5%	1.3%	3.4%	.	6%
Cc1ccc(C(=O)N/C(=C\c2cccs2)C(=O)NCCCn2ccnc2)cc1C	-1%	-2%	3%	12%	-5%	-0.2%	-0.9%	-2.0%	-3%
CCOC(=O)c1sc(SC)c2c1CCC/C2=N/OC	3%	-3%	-3%	3%	2%	0.1%	.	.	6%
CCCCCCCC[n+]1cccc(C(=O)N(CC)CC)c1	4%	-8%	-10%	4%	7%	0.2%	0.1%	-0.2%	-2%
CCNC(=S)NNC(=O)c1ccccc1OC(F)F	12%	-6%	-6%	2%	6%	0.0%	1.4%	-2.6%	7%
COC(=O)c1sccc1NC(=O)C1CCCCC1C(=O)O (stereo not drawn)	-15%	-10%	-2%	6%	-4%	-0.1%	2.3%	-1.8%	7%
COc1cccc(N(C(=O)c2sc(C)nc2C)C(C(=O)NCC2CCCO2)c2ccccc2)c1 (stereo not drawn)	-8%	-11%	-2%	0%	-3%	-0.8%	2.2%	.	17%
O=C(Cn1nc(C(=O)O)c2ccccc2c1=O)Nc1ccc2c(c1)OCO2	5%	-1%	1%	12%	-10%	0.0%	1.3%	.	8%
COC(=O)/C(=C\c1cc(OC)c(OC)c(OC)c1)c1nc2ccccc2[nH]1	-3%	0%	-16%	2%	-4%	0.4%	1.2%	0.3%	6%

Source: PubChem
